# RAD54 branch = inhibitors of human RAD54 branch migration, primary screen, biochemical, fluorescence, single point; RAD54 Holliday junction branch migration, FAM/BHQ fluorescence; 0.14% of 360,000 active; DNA repair and recombination protein RAD54-like (Homo sapiens), Q92698; inhibition, % at 10.4 µM;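 active means mean normalized replicate activity at least 40 and at least half of replicates scoring 40 or more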;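 further: 0% = median of neutral control wells and 100% = median of positive control wells; inhibitors cause a drop in the FAM fluorescence signal; in these data hits start at about 50%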
# Target sequence (Q92698 whole entry, looked up): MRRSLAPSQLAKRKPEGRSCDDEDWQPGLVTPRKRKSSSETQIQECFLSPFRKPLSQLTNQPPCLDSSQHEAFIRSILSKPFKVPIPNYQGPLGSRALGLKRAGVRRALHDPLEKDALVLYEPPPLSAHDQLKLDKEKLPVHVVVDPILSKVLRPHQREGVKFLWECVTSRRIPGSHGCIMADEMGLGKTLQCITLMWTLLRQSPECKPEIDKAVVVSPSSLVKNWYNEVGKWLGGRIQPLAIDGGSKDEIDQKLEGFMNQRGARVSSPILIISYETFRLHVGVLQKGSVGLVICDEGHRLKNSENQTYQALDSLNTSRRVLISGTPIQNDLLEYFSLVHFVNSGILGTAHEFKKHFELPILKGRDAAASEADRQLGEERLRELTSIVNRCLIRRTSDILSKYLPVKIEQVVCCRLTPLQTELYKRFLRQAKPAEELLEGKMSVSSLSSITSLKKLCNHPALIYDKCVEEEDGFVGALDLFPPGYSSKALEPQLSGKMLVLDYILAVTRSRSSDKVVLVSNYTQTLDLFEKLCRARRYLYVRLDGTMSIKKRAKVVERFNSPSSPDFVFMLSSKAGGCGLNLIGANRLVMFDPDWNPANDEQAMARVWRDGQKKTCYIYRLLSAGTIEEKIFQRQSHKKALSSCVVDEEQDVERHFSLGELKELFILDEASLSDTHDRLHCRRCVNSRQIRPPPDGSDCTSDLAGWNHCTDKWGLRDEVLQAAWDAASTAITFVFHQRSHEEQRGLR
# Active calls of the source: *. Not all compounds are listed; count on the stated rates, not on these rows.
Compound | RAD54 branch
O=C(c1ccco1)N1CCN(C2CC(=O)N(c3ccc4c(c3)OCO4)C2=O)CC1 (configuration not stated) | -1.3
CN(C)c1ccc(C2C3=C(CCCC3=O)OC3=C2C(=O)CCC3)cc1 | 14.0
O=C(O)C1CC=CCC1C(=O)NCCc1ccccc1 (configuration not stated) | 1.1
Cc1cccc(C(=O)NCCN2CCCC2)c1 | 3.5
CCOC(=O)CCNC(=O)Nc1ccc2nc(C)n(Cc3ccccc3Cl)c(=O)c2c1 | -10.4
Cn1ncc(Cl)c1C(=O)N1CCc2ccccc21 | 2.9
CC1(C)CC(=O)C(C#N)=C(NCCCO)C1 | -1.3
C=CCn1c(SCC(=O)NCc2ccc3c(c2)OCO3)nc2scc(-c3ccccc3)c2c1=O | 0.6
O=C(CN1C(=O)c2cccc3cccc1c23)Nc1ccc(S(=O)(=O)N2CCOCC2)cc1 | 0.6
COc1ccc(OC)c(NC(=O)Nc2cccc(Cn3cccn3)c2)c1 | -6.0
Cc1ccc(C)c(C(=O)n2cnnc2N)c1 | 6.0
C/C(Cl)=C\Cn1c(=O)c2c(nc3n2CCS3)n(C)c1=O | -3.1
O=C(O)CCC(=O)Nc1ccc(Cc2ccc(NC(=O)CCC(=O)O)cc2)cc1 | -12.5
C/C(=N\OC(=O)c1cccc(C(F)(F)F)c1)c1sc(-c2ccccc2)nc1C | -14.4
Cc1ccc(N(Cc2cc3ccccc3[nH]c2=O)C(=O)c2ccco2)c(C)c1 | -4.5
Cc1nc(N(C)C)ncc1C(=O)O | -6.6
O=c1[nH]c(-c2ccncc2)nc2ccccc12 | -2.3
CCN(CC)CC#CC(C)OCOCC#CCOC (configuration not stated) | -8.4
COc1ccc(Nc2nc(N)nc(CN(C)C3CCCCC3)n2)cc1 | -4.8
CCn1cc([N+](=O)[O-])c(C(=O)N2CCCC2)n1 | 2.9
COc1ccccc1NCCC(=O)OCC(=O)Nc1ccc(Cl)cn1 | 0.9
Cc1cc(C)nc(NC(=O)CSc2nnnn2-c2ccccc2)n1 | -5.0
c1ccc(OCc2nnc3sc(-c4cccs4)nn23)cc1 | 1.0
Cc1ccc(C2=NNC(C(O)C(O)C(O)C(O)CO)S2)cc1 (configuration not stated) | 3.8
Cc1noc(C)c1S(=O)(=O)Nc1ccc(C(=O)N2CCc3ccccc3C2)cc1 | 4.3
O=C(c1ccccc1)c1nnc(-c2ccccc2F)o1 | -5.1
CC(=O)C(=Nc1ccccc1Cl)NNc1ccc(Cl)cc1 | 5.1
CC(=O)Nc1ccc(-c2cn3ccsc3n2)cc1 | -11.6
CC(=O)Nc1cccc(C(=O)OC(C(=O)c2ccc(C)c(C)c2)c2ccccc2)c1 (configuration not stated) | 0.2
Cc1noc(C)c1Cn1nc(C(=O)O)c2ccccc2c1=O | -10.2
CSc1nsc(SCC(=O)N2CCc3ccccc32)n1 | 0.7
COc1nc2c(C)cccc2cc1-c1noc(-c2ccco2)n1 | -7.9
COc1ccc(CNC(=O)C(c2ccc(C)cc2)N(Cc2cccs2)C(=O)c2ccc3c(c2)OCCO3)cc1 (configuration not stated) | 2.3
Cc1ccc(C)c(S(=O)(=O)Nc2ccc3scnc3c2)c1 | 1.9
CCc1nnc(NC(=O)CSc2nnc(-c3ccoc3C)n2-c2ccc(C)cc2)s1 | 8.3
CCn1c(/C=C/c2ccc([N+](=O)[O-])o2)nc2ccccc2c1=O | -9.4
CCNC(=O)NCCc1c[nH]c2ccc(Cl)cc12 | 5.0
CCN1CCN(C(=S)c2ccc(OCC(=O)Nc3ccc(OC)cc3)cc2)CC1 | -0.1
CCC1(C)CC(c2csc(N)n2)CCO1 (configuration not stated) | 13.2
Cn1c(SCc2nc3ccccc3s2)nnc1-c1cccs1 | -0.2
COC(=O)N/N=C(\C)c1ccc(Br)cc1 | 6.6
CCN(CC)S(=O)(=O)c1cccc(-c2nnc(SCC#N)n2Cc2ccccc2)c1 | -4.3
CCOc1ccc(NC(=O)CSc2nc3ccccc3c(=O)n2CCCC(=O)N2CCCC2)cc1 | 4.9
COc1ccc(-c2csc3ncnc(N4CCN(c5ccccc5O)CC4)c23)cc1 | 8.8
COc1ccc(C(=O)N(CN2CCCC2=O)c2ccccc2OC)cc1OC | 1.2
COc1ccc(C(=O)NC2CCN(C(=S)Nc3cc(C)ccc3C)CC2)cc1 | 0.3
Cc1nc(N2CCN(Cc3ccccc3)CC2)[nH]c(=O)c1C | -11.1
Cn1nc(C(=O)N2CCN(S(=O)(=O)c3ccccc3)CC2)c2ccccc2c1=O | 4.7
COc1ccc(C2/C(=C(\O)c3ccc4c(c3)OCCO4)C(=O)C(=O)N2CCCN(C)C)c(OC)c1 (configuration not stated) | 6.3
CCCC(=O)Nc1ccc(NC(=O)c2ccccc2Cl)nc1 | -2.1

# More results follow.
Compound | RAD54 branch
CCOC(=O)c1c(NC(=O)C(C)OC(=O)C2=COCCO2)sc2c1CCCC2 (configuration not stated) | 8.0
CC(=O)Nc1nonc1NC(=O)CSc1ncn[nH]1 | -2.6
COC(=O)c1ccc(CSc2nnc(SCc3ccc(C(=O)OC)o3)s2)o1 | -12.9
Cc1ccc(S(=O)(=O)N2CCC(C(=O)NCCc3ccccc3)CC2)cc1 | 9.2
N#CC1(c2ccccc2)CCCN1C(=O)c1ccccc1Cl (configuration not stated) | -1.3
COc1ccc(C2/C(=C(/O)c3ccccc3)C(=O)C(=O)N2c2ccccn2)c(OC)c1 (configuration not stated) | 4.3
Cc1cc(Cl)ccc1OCCCC(N)=O | -10.6
Cc1ccc(C2CC(=O)N3CN(Cc4ccco4)CSC3=C2C#N)cc1 (configuration not stated) | -4.3
COCCNC(=O)c1cc2c(-c3ccccc3F)nn(C)c2s1 | 11.5
COC(=O)c1ccccc1NC(=O)CNC(=O)c1ccco1 | 3.8

# Remaining list, next part:
structure	RAD54 branch
Cc1ccc(C(=O)N/C(=C/c2ccc(-c3cc(C(F)(F)F)ccc3Cl)o2)C(=O)NCc2cccnc2)cc1	5.0
CSc1ccc(CCNC(=O)c2cccc3c2C(=O)N(C2CCCCC2)C3)cc1	8.1
COc1ccc(N(C(=O)c2ccccc2OC(C)=O)C(C)C2CC2)cc1 (configuration not stated)	8.2
COC(=O)CSc1nc2ccc(NC(C)=O)cc2s1	3.1
COc1ccc(-n2ccc(=O)c3c2CCCC3=O)cc1	-2.1
Cc1onc(-c2ccccc2Cl)c1C(=O)Nc1cccc(-c2cn3cccnc3n2)c1	-3.0
CN(C)C(=O)c1noc2cc([N+](=O)[O-])ccc12	-0.9
CC(Sc1ccccc1)C(=O)Nc1ccc(S(=O)(=O)N2CCOCC2)cc1 (configuration not stated)	12.3
CC(C)CC(=O)NCc1ccc(F)cc1	1.1
COc1ccc(S(=O)(=O)N2CCC(C(=O)N3CCOCC3)CC2)cc1	-1.6
CSc1ccccc1C(=O)N1CCOCC1	7.7
O=C(c1c[nH]c2ccc(S(=O)(=O)N3CCOCC3)cc2c1=O)N1CCN(c2ccccn2)CC1	2.9
CCCCCn1c(CN2CCN(Cc3ccccc3)CC2)nc2c1c(=O)n(C)c(=O)n2C	-9.4
COc1ccc(N2CCN(CCNC(=O)CCC(=O)NNc3nc4ccccc4c4nc(C)nn34)CC2)cc1	-0.6
COc1ccc2c(c1)CC/C(=C\C=C\c1ccccc1OC)C2=O	19.2
CC1CCc2nc(NC(=O)C3CCCO3)sc2C1 (configuration not stated)	-21.9
Cc1ccc(S(=O)(=O)c2c(N)n(C)c3nc4ccccc4nc23)cc1	-9.6
CC1CN(C2CCN(C(=O)COc3ccccc3)CC2)CC(C)O1 (configuration not stated)	-3.1
CC1CC(=O)c2c(cc3c(-c4c(O)cc(O)c5c(O)c6c(cc45)OC(C)CC6=O)c(O)cc(O)c3c2O)O1 (configuration not stated)	-5.8
O=C(c1ccc(Cl)cc1)C(Cn1cncn1)C(Sc1ccccc1)c1ccccc1 (configuration not stated)	-2.0
CCN(CC)S(=O)(=O)c1cccc(-c2nnc(SCC(=O)NC3CCCCCCC3)n2N)c1	-3.6
COc1cccc(C2C(C#N)=C(N)OC(C(C)(C)C)=C2C#N)c1 (configuration not stated)	-13.7
Cc1cccc(NC(=O)C(NS(=O)(=O)c2ccc3c(c2)CCC(=O)N3)c2ccccc2)n1 (configuration not stated)	12.8
COc1cc(-c2nc(-c3ccccc3)c(-c3cccs3)[nH]2)cc(OC)c1O	3.5
CCOC(=O)C1=C(C)NC(C)=C(C(=O)OCC)C1c1cc2ccc(C)cc2[nH]c1=O	-17.7
CCC(=O)Nc1cc(-c2nn(C)c(=O)c3ccccc23)ccc1N1CCCCC1	-2.6
Cc1c(NC(=O)CSc2ccccc2C(=O)Nc2cccnc2)c(=O)n(-c2ccccc2)n1C	-8.1
Cc1ccccc1-n1c(=O)c2c(n3cnnc13)-c1ccccc1CC21CCCCC1	1.7
CCN1CCCC1CN(Cc1cc2cc(OC)ccc2[nH]c1=O)C(=O)NCc1ccccc1 (configuration not stated)	-2.4
COc1ccc(C2C3=C(Nc4ncnn42)c2ccccc2CCC3)cc1 (configuration not stated)	5.6
C1CCC(NC2=NCCC2)CC1	-3.1
CC1CCCN(C(=S)NCCc2ccccc2)C1 (configuration not stated)	-1.8
CCN(CC)c1ccc(NC(=O)Nc2ccc(C(C)=O)cc2)cc1	14.2
CCOC(=O)c1ccc(CNC(=O)c2cc(C(C)(C)C)oc2C)o1	0.2
CCOC(=O)c1sc(NS(=O)(=O)c2ccccc2Cl)nc1C	-4.9
COCC(=O)Nc1nnc(COc2ccccc2)s1	1.8
CS(=O)(=O)c1nc(-c2ccccc2)cc(C(F)(F)F)n1	-4.0
Cc1cccc(N2CCN(C(=O)CCCn3c(=S)[nH]c4cc5c(cc4c3=O)OCO5)CC2)c1C	9.2
Cc1nn(C(C)(C)C)c(OC(=O)c2cccs2)c1Sc1ccccc1	-11.0
CC(C)(C)NCC(O)COc1c(F)cc(Br)cc1F (configuration not stated)	3.9
COc1ccc(-c2nc(CC(=O)O)cs2)cc1	-0.3
N#Cc1ccccc1NC(=O)Nc1ccc(Cl)cc1	-6.0
CSCC[C@H](NC(=O)OC(C)(C)C)c1nnc(SCc2ccccc2)o1	5.8
CCOC(=O)C(C)c1ccc2cc(OC)ccc2c1 (configuration not stated)	-11.2
COc1cccc(OC)c1OCCCOc1c(OC)cccc1OC	-13.3
Cc1c(NC(=O)CSc2ccc3c(c2)OCCO3)c(=O)n(-c2ccccc2)n1C	6.0
CCn1c(N2CCN(CC(=O)c3c(C)n(C)c4ccccc34)CC2)nc2c1c(=O)[nH]c(=O)n2C	10.4
CCOn1c(=O)c(C)[n+]([O-])c2ccccc21	-10.5
Cc1cc(C(=O)CSc2nn(-c3ccccc3)c(=S)s2)c(C)n1Cc1ccco1	-5.1
CCOC(=O)C1=C(CSc2nc(CC)c(C)cc2C#N)OC(N)=C(C#N)C1c1ccccc1 (configuration not stated)	-5.2

# (more compounds)
structure	RAD54 branch
Cc1cc(C)c(NC(=O)CSc2nnc(-c3ccco3)n2N)c(C)c1	0.3
O=C(NCc1ccc2c(c1)OCO2)c1ccc(COc2cccc(Cl)c2)o1	-4.5
CCNC(=O)C1CCCN1C(=O)C(CCCN=C(N)N)NC(=O)C(CC(C)C)NC(=O)C(Cc1cn(Cc2ccccc2)cn1)NC(=O)C(Cc1ccc(O)cc1)NC(=O)C(CO)NC(=O)C(Cc1c[nH]c2ccccc12)NC(=O)C(Cc1cnc[nH]1)NC(=O)C1CCC(=O)N1 (configuration not stated)	3.7
CCOc1ccc(Nc2cc(C)nc(-n3nc(C)cc3C)n2)cc1	1.7
Fc1ccc(CNn2cnnc2SCc2ccc(F)cc2)cc1	-20.2
C1=C(c2ccccc2)Nc2nnnn2C1	-11.0
CC(=O)c1ccc2c(c1)c1ccccc1n2CC(C)C	-10.1
CCc1c(C)nc2ncnn2c1N1CCC(C(=O)Nc2ccccc2)CC1	-4.2
C=CCN=C(NC#N)SCc1ccccc1Cl	0.6
COc1ccccc1NS(=O)(=O)c1cc(C)ccc1C	-7.6
COc1cccc(NC(=O)C2CCCN(S(=O)(=O)c3cccc4nsnc34)C2)c1 (configuration not stated)	1.2
CCOc1ccccc1NC(=O)CCN1CCN(S(=O)(=O)c2ccc(Br)cc2)CC1	2.0
CCCCCn1c(N2CCC(C(N)=O)CC2)nc2c1c(=O)[nH]c(=O)n2C	-6.9
Cc1cc(C)c(C#N)c(SCC(=O)OC2CCCCC2)n1	5.3
CCn1c(SCC(=O)Nc2sc(C)c(C)c2C#N)nnc1C(C)C	10.1
CCCNS(=O)(=O)c1ccc(NC(=O)c2ccccn2)cc1	-11.7
COC(=O)CNC(=O)c1c(C)cc(=O)oc1C	-5.2
COc1ccccc1-c1nc(C#N)c(N2CCC(Cc3ccccc3)CC2)o1	-10.2
COC(=O)CC1SC(=O)NC1=Nc1ccc(OC)cc1 (configuration not stated)	13.2
COC(=O)c1[nH]c2ccc(F)cc2c1NC(=O)CCN1CC(C)OC(C)C1 (configuration not stated)	5.4
COc1ccccc1CNC(=O)c1oc2ccc(S(=O)(=O)N3CCCC3)cc2c1C	-2.0
O=c1ccn(CCOc2ccc(Cl)cc2)c(=O)[nH]1	-6.1
COc1ccc(-c2nc(-c3ccc(Br)cc3)no2)c(OC)c1	-4.4
CCOC(=O)c1c(C)nc(-c2ccccc2)nc1NC(=O)C(C)C	-1.5
Cc1cccc(N2C(=O)NC3(CCCCC3)C2=O)c1	-11.7
O=C(N/N=C/c1ccsc1)c1cc(O)cc(O)c1	5.2

# Bioassay records from PubChem BioAssay.
